High-throughput results: PubChem BioAssay, National Center for Advancing Translational Sciences (NCATS)
Epigenetic reg = regulators of epigenetic silencing causing reporter derepression in mouse cells | 280,000 tested, 0.2% active | murine LDR cells, GFP reporter derepression, 30 h | Potency, µM (series often up to 53.9 µM), without a hit: at the top dose GFP activation, actives largely listed as activators; active = well fitted activation curve with a large enough effect; inconclusive = small, poorly fitted or top-dose-only effect; also: % of control where 0% means no effect; nearly all actives have a fitted effect of over 60% in size
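Reporter derepression read as number of fluorescent GFP-positive objects, 20-120 um in size, counted by laser-scanning cytometer. Mouse LDR line with an epigenetically silenced CMV-GFP locus; compound incubation 30 h, 37 C.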
The depositor's hits bear a star; ? = inconclusive. Potency is read from the fitted curve at half-maximal effect. Some of the compounds tested; rates above refer to the full screens.

Sample of the layout:
SMILES	Epigenetic reg
CCOC(=O)c1ccc(NC(=O)CCc2c(C)nc3c(c(C)nn3C)c2C)cc1	-0.7%
COc1ccc(C)cc1NC(=O)C(=O)NCC(c1cccnc1)N1CCc2ccccc21 (centres undefined)	0.0%
COc1ccccc1NC(=O)N1CC=C(c2c[nH]c3ccccc23)CC1	5.1%
O=C(NCCc1ccccc1)c1ccc2c(c1)N(Cc1ccc(F)cc1)C(=O)c1ccccc1S2	-0.2%
CSc1oc(-c2cccs2)nc1S(=O)(=O)c1ccc(Br)cc1	0.3%
CCC(=O)N1CCc2cc(S(=O)(=O)NCCC(=O)Nc3ccc(OC)c(OC)c3)ccc21	1.7%
COc1cccc(CNc2nc3c(-c4cccc(C)c4)nnn3c3ccccc23)c1	5.0%

The listing, from the start:
SMILES	Epigenetic reg
CCOC(=O)c1ccc(NC(=O)CCc2c(C)nc3c(c(C)nn3C)c2C)cc1	-0.7%
COc1ccc(C)cc1NC(=O)C(=O)NCC(c1cccnc1)N1CCc2ccccc21 (centres undefined)	0.0%
COc1ccccc1NC(=O)N1CC=C(c2c[nH]c3ccccc23)CC1	5.1%
O=C(NCCc1ccccc1)c1ccc2c(c1)N(Cc1ccc(F)cc1)C(=O)c1ccccc1S2	-0.2%
CSc1oc(-c2cccs2)nc1S(=O)(=O)c1ccc(Br)cc1	0.3%
CCC(=O)N1CCc2cc(S(=O)(=O)NCCC(=O)Nc3ccc(OC)c(OC)c3)ccc21	1.7%
COc1cccc(CNc2nc3c(-c4cccc(C)c4)nnn3c3ccccc23)c1	5.0%
CCN1CCN(c2oc(-c3ccc(COc4ccc(C)cc4)o3)nc2C#N)CC1	-1.6%
COc1cccc(Nc2sc(C(=O)c3ccc(F)cc3)c(N)c2C(=O)NCc2ccc(C)cc2)c1	-1.3%
COC(=O)c1cccc(CN2C(=O)SC(Nc3ccc(Br)cc3)C2=O)c1 (centres undefined)	5.8%
Cc1cc(C(=O)Nc2c(C)nc3ccccn3c2=O)ccc1[N+](=O)[O-]	-7.9%
Cc1cc(Cl)ccc1OCC(=O)N(Cc1ccc(N(C)C)cc1)C1CCS(=O)(=O)C1 (centres undefined)	1.0%
CCCCOc1ccc(C(C)NC(=O)c2cccc(Nc3nc4ccccc4n4nnnc34)c2)cc1 (centres undefined)	14%
CN(C)CCNC(=O)Cn1ccc2cc(S(=O)(=O)N3CCCCCC3)ccc21	2.0%
COC(=O)c1ccc(Cl)cc1NC(=O)Nc1nnc(N(C)C2CCCCC2)s1	-0.4%
Cc1ccc2[nH]c(=O)c3cc(C(=O)N(C)c4ccc(Br)cc4)sc3c2c1	0.0%
CCOc1ccc(NC(=O)CN2C(=O)C3(SCC(=O)N3c3ccc(F)cc3)c3ccccc32)cc1 (centres undefined)	-0.4%
CCOc1ccc(N(CC)S(=O)(=O)N2CCCC(C(=O)NCc3ccc(SC)cc3)C2)cc1 (centres undefined)	-2.8%
Cc1ccc(CCNS(=O)(=O)c2ccc3c(c2)CC(C)N3C(=O)C2CCC2)cc1 (centres undefined)	-1.2%
CN(C)c1ccc(NC(=O)C2(c3cccs3)CCOCC2)cc1	3.8%
CCOc1ccc(S(=O)(=O)Nc2ccc3c(c2)N(C(C)=O)CCC3)cc1	-4.1%
CCOc1cc(Br)cc(C2NC(=O)c3c(sc4c3CCN(C)C4)N2)c1O (centres undefined)	0.1%
CCCNC(=O)CCc1c(C)nc2nc(CNC(=O)c3ccccc3)nn2c1C	13%
Cc1ccc(NC(=O)/C(C#N)=C\c2ccc(-c3ccc(Cl)cc3)o2)c(C)c1	3.5µM*
CC(Oc1ccccc1Cl)C(=O)N1CCN(CCc2ccccn2)CC1 (centres undefined)	0.0%
CCc1cccc(NC(=O)c2cc3c(=O)n(Cc4ccccc4)ccc3nc2C)c1	0.8%
CCOc1ccc(-c2cc(CCCC(=O)NCCc3ccc(OCC)c(OCC)c3)no2)cc1	-3.7%
CCN(Cc1ccccc1)Cc1c(O)ccc2c(=O)c(-c3ccccc3)c(C(F)(F)F)oc12	1.3%
Cc1ccc(Cc2cn3cc(-c4ccccc4)nc3s2)cc1	-1.0%
COc1ccc(CNC(=O)CCc2c(C)c3cc4c(C)coc4cc3oc2=O)cc1	1.9%
Cc1ccc(C)c(N2CCN(C(=O)c3cc(S(=O)(=O)N4CCC(C)CC4)cn3C)CC2)c1	0.0%
Cc1cccc(C(=O)OCc2cc(=O)n3nc(-c4cccs4)sc3n2)c1	2.9%
CCCCN(C)c1nnc(NC(=O)Nc2cccc(C(C)=O)c2)s1	-1.6%
CN(C)c1ccc(C(CNC(=O)c2ccccc2C(F)(F)F)N2CCOCC2)cc1 (centres undefined)	0.8%
CCc1ccccc1NC(=O)CSc1nccn1C	4.3%
Cc1ccc(Nc2cc(C)nc3nc(Cc4ccc(Cl)cc4)nn23)cc1	12%
Cc1cccc(C)c1NC(=O)c1sc(-n2nc(C)c(Cc3ccc4c(c3)OCO4)c2C)nc1C	2.5%
O=C(Nc1ccc(F)cc1F)c1ccc(-c2ccccc2)s1	-3.2%
COc1ccccc1CCNC(=O)C(C)Sc1nc(-c2ccccc2)cc(C(F)(F)F)n1 (centres undefined)	1.1%
Cc1cc(C)n(-c2nc(C)c(C)c(=O)n2CC(=O)Nc2ccc(Cl)c(Cl)c2)n1	14%
CCCOc1ccc(CN(C(=O)c2cc(=O)c3ccc(C)cc3o2)C2CCS(=O)(=O)C2)cc1 (centres undefined)	-1.0%
Cc1ccc(OCC(=O)Nc2ccc(OCc3cc(=O)n4ccsc4n3)cc2)cc1	-4.3%
Cc1cccc(OCC(=O)N(Cc2cccs2)c2ccc(Cl)cc2)c1C	0.0%
COc1cc(C2C(C(=O)OCC(C)C)=C(C)N=C3SCCC(=O)N32)ccc1OCc1ccccc1 (centres undefined)	-1.0%
CC1CCCN(c2cc3c(cc2F)c(=O)c(S(=O)(=O)c2cccc(Cl)c2)cn3Cc2ccccc2)C1 (centres undefined)	-0.2%
CC(C)Oc1ccc(CNC(=O)c2ccc3nc(C(C)C)oc3c2)cc1	-0.6%
CC(=O)c1cc(-c2ccc(F)cc2)n(CC(=O)NCc2ccc(C)cc2)c1C	-1.1%
CC(C)(C)C1CCc2onc(C(=O)Nc3sc4c(c3C#N)CCCC4)c2C1 (centres undefined)	0.9%
CC(C)CC(=O)Nc1ccc(C(=O)OCc2cc(=O)n3nc(C4CCCCC4)sc3n2)cc1	13%
CCOC(=O)c1ccc(CN(Cc2ccccc2C)S(=O)(=O)c2ccc(C(C)(C)C)cc2)cc1	2.4%
Additional records
SMILES	Epigenetic reg
CCc1ccccc1NC(=O)Cn1c(C(=O)OC)cc2oc(C)cc21	2.2%
COc1ccccc1NC(=O)N1CCC(CN2CCc3ccccc3C2)CC1	-1.1%
COc1ccc(N2C(=O)CS(=O)(=O)C23C(=O)N(Cc2ccccc2F)c2ccccc23)cc1Cl (centres undefined)	-0.4%
Cc1ccccc1CSc1nc2cc(C(=O)NC3CCCC3)ccc2c(=O)n1Cc1ccccc1	1.4%
CC1=C(c2ccc(C)c(C)c2)S(=O)(=O)N=C1N1CCC(C(=O)N2CCCCC2)CC1	0.0%
CCCc1cc(N2CCN(c3ccccc3F)CC2)n2cnnc2n1	-5.1%
COc1ccccc1NC(=O)c1c(NCc2ccc(OC)c(OC)c2OC)sc2c1CCC2	-1.1%
CCOc1ccc(S(=O)(=O)N2CCN(c3ccccc3)CC2)cc1C(N)=O	-1.1%
CCc1ccc(-n2c(CCC(=O)O)ccc2-c2cccs2)cc1	-2.8%
COc1ccc(S(=O)(=O)Nc2cc3c(cc2NCc2ccccc2)n(C)c(=O)n3C)cc1	2.8%
Cc1ccc2oc(C(=O)N3CCC(c4nc5ccccc5s4)CC3)c(C)c2c1	1.6%
Cc1ccc(S(=O)(=O)c2nnn3c2nc(NCc2ccc(F)cc2)c2sccc23)cc1C	15%
Cc1c(Cl)cccc1NC(=O)c1ncn(-c2ccccc2)n1	1.7%
Cc1nc(N2CCCC2)ncc1C(=O)Nc1ccc(F)cc1F	-4.5%
CCOc1ccc(NC(=O)CSC2=Nc3ccccc3C3=NC(CC(=O)NCc4ccc5c(c4)OCO5)C(=O)N23)cc1 (centres undefined)	-1.3%
COc1ccc(-c2c3c(nc4sc(C(=O)Nc5ccc(Cl)cc5)c(N)c24)CC(C)(C)CC3=O)cc1	-0.1%
CSc1cccc(NC(=O)CN2C(=O)COc3ccc(Cl)cc32)c1	0.0%
CCC(=O)N1CCc2cc(Br)cc(S(=O)(=O)NCc3cccc(OC)c3)c21	-1.3%
COC(=O)c1cccnc1-n1c(=O)c2cccnc2n(CC(=O)Nc2ccccc2F)c1=O	-2.1%
Cc1ccccc1Cn1c(C)c(CNCc2ccccc2)c(C(=O)O)c1C	-1.3%
Cc1ccc(NC(=O)C2CCN(S(=O)(=O)c3cccc4nonc34)CC2)cc1C	8.4%
CCCn1c(=O)sc2cc(NC(=O)c3ccccc3Cl)ccc21	4.1%
CCOC(=O)C1CCC(CN(Cc2c(Cl)cccc2Cl)S(=O)(=O)c2ccc(F)c(C)c2)CC1 (centres undefined)	1.8%
CC(C)Oc1cccc(C(=O)Nc2ccc3oc(-c4cccc(Cl)c4)nc3c2)c1	-1.6%
Cn1cc(CN(C(=O)Nc2ccccc2)C2CCCCC2)c2ccccc21	-2.1%
CC(C)c1noc(-c2ccccc2OCC(=O)Nc2cccc([N+](=O)[O-])c2)n1	-3.5%
COc1ccc(N(CC(=O)NCc2ccc(F)cc2)S(=O)(=O)c2c(C)n[nH]c2C)cc1	-0.8%
CCCCS(=O)(=O)c1nc(-c2ccc(Br)cc2)cc(-c2ccccc2)c1C#N	-0.8%
O=C(NCC(c1cccnc1)N1CCN(c2ccccc2F)CC1)c1ccc(F)cc1 (centres undefined)	1.4%
Cc1ccc(NC(=O)Cn2c(=O)nc(-c3ccccc3)c3ccccc32)cc1	?
Cc1ccc(-n2c(=O)c3oc4ccccc4c3n(Cc3ccccc3)c2=O)cc1C	2.1%
O=C(NCc1ccccc1Cl)c1nnc(Cc2ccc(Cl)cc2)o1	6.1%
Cc1ccc(C)c(N2CCN(C(=O)c3c(C)oc4nc(C)nc(N5CCOCC5)c34)CC2)c1	0.0%
Cc1ccc(O)c(NC(=O)COCc2cc(-c3ccco3)on2)c1	0.0%
COc1ccc(C(=O)NCC(c2ccc3c(c2)OCO3)N2CCN(c3ccccc3F)CC2)cc1 (centres undefined)	0.8%
CC(C)CN(CCCNC(=O)c1cn(C)c2ccc(S(=O)(=O)N(C)C3CCCCC3)cc2c1=O)CC(C)C	-2.5%
Cc1ccccc1NC(=O)CSc1nc2c(oc3ccccc32)c(=O)n1-c1ccccc1F	0.8%
CCOC(=O)c1c(-c2ccccc2)oc2ccc(NS(=O)(=O)c3ccc(C(C)C)cc3)cc12	-0.7%
CCOC(=O)C1=C(CS(=O)(=O)c2ccc(F)c(C)c2)NC(=O)NC1c1ccccc1OC (centres undefined)	5.4%
Cc1c(C(=O)OC2CCCCC2)[nH]c2c1C(=O)CC(c1ccc(F)cc1)C2 (centres undefined)	0.0%
CCOC(=O)c1c(-c2ccccc2)oc2ccc(NS(=O)(=O)c3ccc(C)cc3)cc12	3.2%
Brc1cccc(-c2nnn3c2nc(NC2CCCCC2)c2ccccc23)c1	2.4%
Cc1ccc(S(=O)(=O)c2nc(-c3ccco3)oc2SCC(=O)Nc2ccc(F)cc2)cc1	11%
Cc1ccc(C)c(NC(=O)c2cc(S(=O)(=O)N3CCN(c4cccc(Cl)c4)CC3)ccc2F)c1	0.3%
COc1ccc(NC(=O)C2CCCN(S(=O)(=O)c3ccc(Br)s3)C2)cc1 (centres undefined)	-0.6%
CC(=O)c1cccc(NC(=O)c2sc(-n3nc(C)c(CCC(C)C)c3C)nc2C)c1	-1.6%
COc1ccc(NC(=O)Cn2c(=O)n(CCCCCC(=O)NCc3ccc4c(c3)OCO4)c(=O)c3sccc32)cc1Cl	?
O=C(CCCn1c(=O)c2ccccc2n(Cc2cccc(F)c2)c1=O)NCc1ccccc1Cl	0.0%
Cc1ccc(NC(=O)C(Cc2ccccc2)n2cccc2)cc1C (centres undefined)	0.0%
CCN(C(=O)CSc1nnc(-c2cc3occc3n2C)n1-c1ccccc1C)c1cccc(C)c1	-1.2%
(cont.)
SMILES	Epigenetic reg
Cc1cccc2sc(N(CCN(C)C)C(=O)c3ccc4c(c3)OCCO4)nc12	-3.7%
CCOc1cc(C2c3c(-c4ccc(Br)cc4)n[nH]c3C(=O)N2c2ccc(Cl)cc2)ccc1O (centres undefined)	5.2%
CCOC(=O)CSc1nc2c(sc3ccccc32)c(=O)n1CCc1ccccc1	-0.5%
COC(=O)c1c(SC)nc2ccccc2c1OCc1cc(C)ccc1C	0.8%
CCc1ccc(NC(=O)CCn2cnc3ccccc3c2=O)cc1	1.4%
COc1ccc(C2=NC(c3ccncc3)=Nc3ccc(Br)cc3N2)cc1	-1.3%
O=C(NCC(c1ccc2c(c1)OCO2)N1CCOCC1)c1cccc(Cl)c1 (centres undefined)	1.1%
Cc1ccc(CN(C(=O)COc2ccc(F)cc2)C2CCS(=O)(=O)C2)o1 (centres undefined)	0.8%
Cc1cc(C)c(S(=O)(=O)n2cnc(C)c2)c(C)c1	-2.4%
CCCCSc1nc(-c2cccc(OC)c2)nc2c1Cc1c(CO)cnc(C)c1O2	-2.6%
COc1cccc(C(=O)Nc2ccc3nc4n(c(=O)c3c2)CCCCC4)c1	-1.9%
O=C(NCc1cccc(Cl)c1)C1CCCN(c2ncnc3onc(-c4ccc(F)cc4)c23)C1 (centres undefined)	-1.3%
O=C(Nc1cccc(F)c1)c1ccc2snnc2c1	-2.8%
O=C(NCCc1csc(-c2ccc(C(F)(F)F)cc2)n1)c1ccc(F)c(F)c1	1.4%

Exported in markdown: part of the list above
| Molecule | Epigenetic reg |
| --- | --- |
| O=C(NCCc1csc(-c2ccc(C(F)(F)F)cc2)n1)c1ccc(F)c(F)c1 | 1.4% |
| O=C(Nc1cccc(F)c1)c1ccc2snnc2c1 | -2.8% |
